Source: PubChem (National Center for Advancing Translational Sciences (NCATS))
Nrf2 inh: Nrf2 qHTS screen for inhibitors. 360,000 tested, 2.1% active. A549 ARE-Fluc reporter, luciferase luminescence, 18-24 h. Potency, µM (highest dose often 46 µM), for the others: at the top dose activity change, negative = inhibition, usual class: inhibitors; note: % is set by controls: 0 for no effect and ±100 for the full control effect; nearly all actives have a fitted effect of over 60% in size
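A549 ARE_Fluc cells (5000/well, 5% FBS OPTI-MEM) pre-incubated 2 h, then treated with compounds 18-24 h at 37C/5% CO2 in concentration-response. CellTiter-Fluor viability read first; BugLite luciferase luminescence after 15 min at room temperature gives Nrf2 activity.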
Nrf2 activator: qHTS of Nrf2 Activators; 410,000 tested, 0.31% active; Potency, µM (titrated, usually from 46.1 µM), for inactives: top-dose activation, actives largely listed as activators; AREc32 ARE-luciferase reporter (MCF7-derived line), luminescence, 24 h; note: % of control where 0% means no effect; nearly all actives have a fitted effect of over 65% in size
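Luminescent ARE reporter assay in AREc32_Fluc cells: overnight plating at 37 deg C, 24 hr compound incubation, Steady-Glo added, 30 min RT before reading.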
MCF10A rerep: A quantitative high throughput screen for small molecules that induce DNA re-replication in MCF 10a normal breast cells; 350,000 tested, 2.9% active; MCF 10A DNA re-replication, Hoechst nuclear intensity, 48 h; Potency, µM (doses to about 46.1 µM), without a hit: at the top dose activity, positive = re-replication, actives largely listed as activators; note: % of control where 0% means no effect; nearly all actives have a fitted effect of over 50% in size
HepG2 viability: qHTS for Inhibitors of TGF-b: Cytotox Counterscreen; HepG2 CAGA-GFP viability, ATP luminescence, 18 h; Potency, µM (highest dose often 46.1 µM), for the others: top-dose activity change, negative = cytotoxicity, usual class: cytotoxic; 410,000 tested, 0.76% active; AID 588856, 2011; note: some results filed as inactive show a strong effect at the top dose
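CellTiter-Glo luminescence gave cytotoxicity after 18 hours at 37 degrees C. The cells were HepG2 CAGA-GFP in 1% FBS DMEM, stimulated with 500 pg/mL TGF-beta after compound addition. %Activity was normalised to no-cell wells (complete cell-killing) and DMSO (no toxicity), and curves were fitted and classified.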
A549 tox: Nrf2 qHTS screen for inhibitors: counterscreen for cytotoxicity. A549 ARE-Fluc cells, CellTiter-Fluor viability, 18-24 h. Potency, µM (series often up to 46 µM), inactives show at the highest dose activity change, negative = cytotoxicity, usual class: inhibitors. 390,000 tested, 0.16% active; note: % is set by controls: 0 for no effect and ±100 for the full control effect
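Cytotoxicity counterscreen: CellTiter-Fluor fluorescence was measured in A549 ARE_Fluc cells after 18-24 h of compound exposure in a concentration series. The subsequent BugLite luminescent read reports ARE-luciferase activity.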
TGFb SMAD3 inh: qHTS for Inhibitors of TGF-b | HepG2 CAGA-GFP TGF-b/SMAD3 reporter, GFP fluorescence, 18 h; TGF-beta stimulated, 500 pg/mL final | Potency, µM (doses to about 46.1 µM), inactives show at the top dose activity, negative = inhibition, actives largely listed as inhibitors | 410,000 tested, 1.2% active | AID 588855, 2011; note: % is set by controls: 0 for no effect and ±100 for the full control effect; nearly all actives have a fitted effect of over 65% in size
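HEPG2 CAGA-GFP cells (1000/well, DMEM with 1% FBS) were pre-incubated 2 h at 37 degrees C, given compound by pin tool, then stimulated with TGF-beta at 500 pg/mL final for 18 h before per-cell GFP fluorescence imaging.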
ATXN2 expr inh: Primary qHTS for Inhibitors of ATXN expression; HEK-293 ATXN2-luciferase reporter, luminescence, 24 h; Potency, µM (top dose mostly 57 µM), for inactives: at the highest dose activity change, negative = inhibition, most hits filed as inhibitors; 360,000 tested, 0.72% active; AID 1745845, 2022; note: % is set by controls: 0 for no effect and ±100 for the full control effect; nearly all actives have a fitted effect of over 55% in size
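ATXN2-luciferase reporter cells (luciferase flanked by upstream and downstream ATXN2 gene portions) were treated 24 h at 37 °C with compounds at up to 57 uM. SteadyGlo luminescence gave expression; GF-AFC fluorescence gave viability.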
EPAC2 antagonist: qHTS for Antagonist of cAMP-regulated guanine nucleotide exchange factor 2 (EPAC2): primary screen | Rap guanine nucleotide exchange factor 4 (Homo sapiens), Q8WZA2 | EPAC2 GEF exchange of Rap1B-BODIPY-GDP, fluorescence | Potency, µM (titrated, usually from 114 µM), without a hit: top-dose activity, negative = inhibition, hits mostly inhibitors | 360,000 tested, 0.18% active; note: % is set by controls: 0 for no effect and ±100 for the full control effect; nearly all actives have a fitted effect of over 45% in size; many of its hits are not listed in these tables
Target sequence (Q8WZA2 whole entry, looked up): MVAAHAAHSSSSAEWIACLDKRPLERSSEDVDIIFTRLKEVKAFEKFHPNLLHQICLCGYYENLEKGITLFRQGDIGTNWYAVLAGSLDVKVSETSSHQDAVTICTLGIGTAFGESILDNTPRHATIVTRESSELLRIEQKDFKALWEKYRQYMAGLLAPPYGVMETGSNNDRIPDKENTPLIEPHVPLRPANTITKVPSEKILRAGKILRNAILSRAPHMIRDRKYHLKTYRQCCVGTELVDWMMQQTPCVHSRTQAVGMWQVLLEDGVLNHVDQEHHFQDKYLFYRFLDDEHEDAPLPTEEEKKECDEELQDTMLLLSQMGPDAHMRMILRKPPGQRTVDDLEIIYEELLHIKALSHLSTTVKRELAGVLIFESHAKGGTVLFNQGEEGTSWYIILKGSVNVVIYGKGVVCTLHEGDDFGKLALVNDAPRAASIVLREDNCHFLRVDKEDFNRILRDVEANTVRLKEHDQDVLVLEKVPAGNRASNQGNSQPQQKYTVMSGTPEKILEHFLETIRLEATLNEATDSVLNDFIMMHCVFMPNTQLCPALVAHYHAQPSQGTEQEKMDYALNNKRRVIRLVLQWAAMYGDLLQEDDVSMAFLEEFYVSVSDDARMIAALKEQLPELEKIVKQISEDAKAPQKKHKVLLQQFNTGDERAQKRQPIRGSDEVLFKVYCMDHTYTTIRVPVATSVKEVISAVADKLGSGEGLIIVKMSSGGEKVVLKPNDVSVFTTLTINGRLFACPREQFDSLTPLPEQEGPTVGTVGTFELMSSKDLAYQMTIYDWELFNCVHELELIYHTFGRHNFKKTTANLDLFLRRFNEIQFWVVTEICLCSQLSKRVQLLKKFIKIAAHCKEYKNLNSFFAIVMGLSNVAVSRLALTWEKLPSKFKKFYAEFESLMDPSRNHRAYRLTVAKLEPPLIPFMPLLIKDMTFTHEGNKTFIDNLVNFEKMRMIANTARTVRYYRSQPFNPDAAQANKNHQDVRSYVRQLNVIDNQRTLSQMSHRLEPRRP
ATXN viability: Viability Counterscreen for Primary qHTS for Inhibitors of ATXN expression. S2 cells (HEK-293 line with an ATXN2-luciferase reporter) viability, CellTiter-Fluor protease fluorescence, 24 h. Potency, µM (doses to about 56.7 µM), usual class: cytotoxic. 400,000 tested, 0.49% active. AID 651635, 2014; note: nearly all actives have a fitted effect of over 40% in size
Numbers without * were called inactive; i = inactive; ? = inconclusive; · = no result given; & = joins results of further samples; [ ] = dose if it differs, or a comment. Calls come from the whole dose curve; as a rule, active = well fitted curve in the direction sought with a large enough effect; inconclusive = small, poorly fitted or top-dose-only effect, or another doubt; inactive = no such curve, though single readings can be large; an effect the other way counts as inactive or inconclusive. Potency is the fitted concentration of half-maximal effect. These rows are one share of the data; the hit share may differ from the screen's.

SMILES	Nrf2 inh	Nrf2 activator	MCF10A rerep	HepG2 viability	A549 tox	TGFb SMAD3 inh	ATXN2 expr inh	EPAC2 antagonist	ATXN viability
Cn1c(=O)c2c(ncn2CC(=O)NCc2cccnc2)n(C)c1=O	10%	0.2%	17%	-34%	-2%	12%	-7%	1%	i
COc1ccc(CNC(=O)CCn2nc(C)c3c(C)n(-c4ccccc4)nc3c2=O)cc1OC	-22%	-1.0%	·	1%	7%	2%	-10%	·	i
O=C(/C=C/c1ccco1)Nc1ccc(N2CCCC2)cc1	30%	4.9%	-4%	19%	-3%	35%[activator]	9%	-6%	i
Cc1cc(C)cc(NC(=S)NC(=O)C2CC2)c1	1%	0.2%	1%	-26%	7%	-29%	11%	-14%	i
CC(C)C(OC(=O)c1ccco1)C(=O)NCc1ccco1 (configuration not stated)	-10%	0.3%	1%	-26%	-4%	-14%	-1%	-5%	i
CCOc1ccc(S(=O)(=O)Nc2ccc(Cl)cn2)c(C)c1C	-10%	-0.6%	-1%	-15%	-16%	-6%	0%	4%	i
CCCCCCOC(=O)NCC(O)c1ccccc1 (configuration not stated)	?	-0.3%	9%	-23%	-2%	0%	66%[activator]	9%[57.1 µM]	i
CCC(C)N=CC1=C(O)C(C(=O)OC)C(C)(C)CC1=O (configuration not stated)	·	-0.2%	-16%	5%	0%	12%	3%	8%	i
CSCCC(NC(=O)c1ccccc1Cl)C(=O)NNC(=O)c1ccccc1O (configuration not stated)	?	-0.1%	7%	-29%	-6%	0%	-11%	-3%	i
CCn1nnc(-c2ccccc2NC(=O)c2cc(OC)cc(OC)c2)n1	-17%	-1.0%	19%	-2%	-1%	16%	-21%	-10%	i
Cc1[nH]c2ccccc2c1C(O)CN1CCN(c2cccc(C(F)(F)F)c2)CC1 (configuration not stated)	2%	?	?	-100%	-14%	0%	?	-27%	?
CCN(Cc1ccccc1)S(=O)(=O)CCNC(=O)c1ccc(OC)cc1	-10%	-0.9%	-1%	-11%	-3%	-10%	-9%	-5%	?
O=C(CSc1nc2ccccc2c(=O)[nH]1)Nc1ccccc1N1CCOCC1	-8%	0.4%	-4%	-35%	6%	-13%	-8%	-7%	i
CCN1C(=O)[C@@H]2[C@H](C1=O)[C@@H]1C(=O)Nc3ccccc3C(=O)N1[C@@H]2c1cccc(C)c1	-3%	-0.4%	8%	0%	0%	-12%	3%	10%	i
COc1ccc(N(Cc2cc3cccc(C)c3[nH]c2=O)C(=O)c2cccc(Cl)c2)cc1	?	8.8%	·	-20%	-6%	-29%	-27%	·	?
CC/C(=N/NC(=O)c1ccc2c(c1)OCO2)c1ccccc1O	5.2µM*	0.0%	8%	-39%	-22%	2.5µM*	·	-13%	?
Fc1cc(F)c(F)c(SCCc2ccncc2)c1F	-18%	?	?	-26%	0%	?	-7%	-4%	i
Cn1c(=O)c2c(ncn2CC(=O)OCc2ccccc2)n(C)c1=O	22%	0.1%	-2%	-9%	13%	0%	4%	-14%[57.1 µM]	i
Cc1cc(C)cc(OCCCn2c(CCNC(=O)C3CCCCC3)nc3ccccc32)c1	?	-0.7%	·	-34%	?	?	·	·	·
CSc1ncccc1C(=O)OC(C)C(=O)Nc1ccc2c(c1)OCCO2 (configuration not stated)	·	-0.5%	·	-3%	·	1%	·	14%	i
O=C(c1cc(-c2ccccc2O)on1)N1CCCC1	?	6.6%	3%	-18%	-8%	3%	46%[activator]	-3%	?
CCC(=O)N1CCN(c2cc(NCC3CCCO3)c(F)cc2[N+](=O)[O-])CC1 (configuration not stated)	-14%	0.2%	-13%	4%	-14%	-4%	-14%	9%	i
CC(NC(=O)Cn1nc(C(F)(F)F)c2c1CCC2)c1ccccc1 (configuration not stated)	3%	0.4%	2%	-37%	-1%	11%	2%	11%	i
Cc1onc(-c2ccccc2)c1C(=O)NCc1ccccn1	16%	0.3%	2%	-13%	-3%	4%	8%	6%	i
CNC(=O)c1cccc(N2CCCC2=O)c1	9%	-0.3%	-5%	-5%	-7%	-4%	0%	-3%	i
CCCC(NS(=O)(=O)c1ccc(-c2ccc(=O)[nH]n2)s1)c1cccs1 (configuration not stated)	3%	6.6%	11%	-26%	4%	-6%	22%	-15%	i
Cc1ccc(-c2cc(C(=O)N3CCc4ccccc4C3)no2)cc1	?	0.1%	11%	-24%	8%	-13%	19%	1%	i
CCc1noc(C)c1C(=O)NNC(=O)c1ccc(Br)cc1	-9%	-0.8%	-3%	-15%	-1%	0%	-5%	15%	i
O=C(COc1ccccc1)N1CCN(C(=O)c2cccc(F)c2)CC1	0%	0.1%	-2%	-2%	4%	10%	-15%	6%	i
O=C(CNC(=O)c1ccccc1F)OCc1cc(=O)n2ccsc2n1	?	1.5%	·	-17%	2%	-21%	4%	·	i
COc1ccc(S(=O)(=O)N2CCN(C(=O)COc3ccc4c(C)cc(=O)oc4c3)CC2)cc1	13%	0.3%	0%	-2%	0%	-8%	16%	9%	i
O=C(/C=C/Nc1ccccc1O)c1ccco1	4%	11µM*	-8%	1%	-10%	-2%	42%[activator]	-4%	i
CCCNC(=O)C1(C)CCN(C(=O)COCc2ccccc2)C1 (configuration not stated)	·	3.1%	·	-9%	·	-7%	20%	5%	i
Cc1ccccc1C(=O)Nc1cccc(NC(=O)c2ccc(F)cc2)c1	5%	2.0%	3%	-10%	0%	0%	-4%	-13%	i
Cc1ccc(C(=O)NCC(=O)NCC(=O)OCC(=O)c2cccs2)cc1	1%	0.5%	-3%	-8%	1%	1%	-6%	4%	i
COC(=O)c1cc(NC(=O)C2C3C=CC(C3)C2C(=O)O)cc(C(=O)OC)c1 (configuration not stated)	9%	0.0%	-10%	-60%	-1%	-14%	-16%	-5%	i
CN(CC(=O)Nc1ccc(Cl)cc1)C(=O)COc1ncnc2ccccc12	4%	0.2%	1%	-1%	-1%	2%	·	0%	·
Cc1ccc(S(=O)(=O)N2CCOCC2)cc1NC(=O)CN1CCC(Cc2ccccc2)CC1	-93%	3.5%	17%	-31%	-25%	-23%	?	?	i
CCCN(CCC)C1CC(=O)N(Cc2ccccc2)C1=O (configuration not stated)	25%	8.7%	?	2%	-3%	19%	5%	-9%[57.1 µM]	i
O=C(CN1CCN(S(=O)(=O)c2ccc3c(c2)OCCO3)CC1)Nc1cccc(F)c1	?	-0.1%	-1%	0%	-9%	-24%	-1%	2%	i
CCCC(=O)Nc1nc2ccc(NC(=O)c3cccnc3)cc2s1	-16%	0.7%	?	6%	-9%	21%	0%	0%	i
CC(=O)Oc1ccc(C(=O)COC(=O)CNC(=O)COc2ccccc2C)cc1	4%	·	·	-2%	1%	8%	·	·	·
CCOC(=O)c1c(C)oc2nc(C)nc(NCC3CCN(Cc4ccc(Cl)cc4)CC3)c12	23%	0.5%	·	-21%	7%	-23%	8%	·	i
CSc1cc(SC)ncn1	5%	0.5%	-2%	1%	-3%	-5%	3%	5%	i
Cc1ccc2cccc(OCc3nnc(SCC(=O)O)n3C)c2n1	3%	0.4%	-5%	3%	6%	3%	?	9%	i
O=C(NCc1cccnc1)[C@@H]1CC=C[C@@H]2CCN(Cc3ccc(Cl)c(Cl)c3)C(=O)[C@@H]21	1%	-0.6%	0%	-5%&-49%	2%	11µM*	-13%	-2%	i
COc1ccc(N(C(=O)c2ccco2)C(C(=O)NC2CCCCC2)c2ccccc2)cc1 (configuration not stated)	·	-1.0%	-1%	-6%	8%	-31%	-2%	22%	i
NNC(=O)/C(=C\c1ccc(Br)cc1)NC(=O)c1cccs1	7%	0.1%	-6%	38%	5%	3%	-16%	-6%	i
CN(C)c1ccc(C(CNS(=O)(=O)c2ccc(Cl)cc2)N2CCCC2)cc1 (configuration not stated)	·	5.0%	·	-58%	17%	-1%	·	·	·
O=C(NCCSCc1ccccc1)c1ccccc1	-6%	0.3%	7%	-26%	4%	?	4%	9%	i

4 neighbouring entries from above, quoted:
SMILES	Nrf2 inh	Nrf2 activator	MCF10A rerep	HepG2 viability	A549 tox	TGFb SMAD3 inh	ATXN2 expr inh	EPAC2 antagonist	ATXN viability
COc1ccc(N(C(=O)c2ccco2)C(C(=O)NC2CCCCC2)c2ccccc2)cc1 (configuration not stated)	·	-1.0%	-1%	-6%	8%	-31%	-2%	22%	i
NNC(=O)/C(=C\c1ccc(Br)cc1)NC(=O)c1cccs1	7%	0.1%	-6%	38%	5%	3%	-16%	-6%	i
CN(C)c1ccc(C(CNS(=O)(=O)c2ccc(Cl)cc2)N2CCCC2)cc1 (configuration not stated)	·	5.0%	·	-58%	17%	-1%	·	·	·
O=C(NCCSCc1ccccc1)c1ccccc1	-6%	0.3%	7%	-26%	4%	?	4%	9%	i

Gathered by group, the compounds so far with two or more sulfur atoms.
SMILES	Nrf2 inh	Nrf2 activator	MCF10A rerep	HepG2 viability	A549 tox	TGFb SMAD3 inh	ATXN2 expr inh	EPAC2 antagonist	ATXN viability
CCCC(NS(=O)(=O)c1ccc(-c2ccc(=O)[nH]n2)s1)c1cccs1 (configuration not stated)	3%	6.6%	11%	-26%	4%	-6%	22%	-15%	i
CSc1cc(SC)ncn1	5%	0.5%	-2%	1%	-3%	-5%	3%	5%	i
